From PubChem BioAssay
TcdB GH inh = blocks C. difficile toxin B glycohydrolase activity | 0.24% of 350,000 active | TcdB glycohydrolase enzymatic assay, plate reader | inhibition, % at 9.99 µM | AID 652162; in the data active = inhibition above about 10%
PriA SSB inh = blocks PriA binding to SSB C-terminal tail; 0.6% of 430,000 active; inhibition, % at 33 µM; AlphaScreen SSBct-PriA binding, biotinylated peptide; in the data active = inhibition mostly above about 37%, no sharp cut-off; inactive = mostly below about 20%;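 also: plate controls were negative control peptide for no effect and reference peptide for full effect; strong numbers were not always called active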
CCHF vOTU inh = CCHFV vOTU protease inhibition; 0.55% of 370,000 active; inhibition, % at 11.5 µM; Pep-AMC fluorescence; in the data active = inhibition above about 30%; also: 0% = vehicle wells with enzyme and 100% = no enzyme wells
BoNT-A LC inh2 = blocks Botulinum neurotoxin A light chain protease | 0.17% of 360,000 active | inhibition, % at 10 µM | multiplex microsphere protease substrate cleavage, flow cytometry; also: plate controls were buffer without enzyme for full effect and enzyme alone for no effect
Vc quorum ag = induces V. cholerae light production without autoinducers. V. cholerae BH1578 lux reporter, luminescence, 6 h. activation, % at 18.7 µM. 0.16% of 350,000 active. AID 588436; in the data active = activation mostly above about 9.7%, no sharp cut-off; inconclusive = no clear call, values can overlap the other calls; inactive = mostly below about 3.7%; also: not every result past the cut was called active; inactives centre near 0; reference of the scale not given here
Anthrax LF inh2 = anthrax lethal factor protease inhibition; P15917; multiplex microsphere protease cleavage assay, LF; inhibition, % at 10 µM; 0.12% of 360,000 active; AID 588501; also: plate controls were buffer without enzyme for full effect and enzyme alone for no effect
Target sequence (P15917 whole entry, looked up): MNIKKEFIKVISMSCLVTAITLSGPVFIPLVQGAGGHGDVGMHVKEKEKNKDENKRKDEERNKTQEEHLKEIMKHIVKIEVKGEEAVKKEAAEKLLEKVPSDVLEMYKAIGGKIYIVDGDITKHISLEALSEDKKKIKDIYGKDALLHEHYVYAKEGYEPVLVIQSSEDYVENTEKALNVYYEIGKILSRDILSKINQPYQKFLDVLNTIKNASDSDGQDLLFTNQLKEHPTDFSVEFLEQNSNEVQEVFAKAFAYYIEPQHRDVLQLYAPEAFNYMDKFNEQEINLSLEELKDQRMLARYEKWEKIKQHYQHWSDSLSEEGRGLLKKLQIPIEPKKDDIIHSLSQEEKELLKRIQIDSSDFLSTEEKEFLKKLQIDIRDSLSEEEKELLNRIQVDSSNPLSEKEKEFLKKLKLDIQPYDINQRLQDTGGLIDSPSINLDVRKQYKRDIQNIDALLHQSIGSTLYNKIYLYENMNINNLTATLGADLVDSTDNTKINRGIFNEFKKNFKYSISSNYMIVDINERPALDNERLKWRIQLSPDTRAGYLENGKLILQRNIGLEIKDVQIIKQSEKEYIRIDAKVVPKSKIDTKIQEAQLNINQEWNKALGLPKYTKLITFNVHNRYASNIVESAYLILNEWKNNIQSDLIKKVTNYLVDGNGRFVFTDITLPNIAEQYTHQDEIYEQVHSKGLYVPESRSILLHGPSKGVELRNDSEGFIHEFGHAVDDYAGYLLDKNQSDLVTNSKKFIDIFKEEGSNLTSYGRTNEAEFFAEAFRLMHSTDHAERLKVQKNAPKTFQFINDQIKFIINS
VHR inh abs = inhibitors of human VHR1 phosphatase (DUSP3). P51452. recombinant VHR phosphatase, pNPP absorbance. inhibition, % at 13.3 µM. 0.52% of 290,000 active. AID 1654; in the data active = inhibition above about 50%; also: some compounds called inactive have numbers as strong as hits
Target sequence (P51452 whole entry, looked up): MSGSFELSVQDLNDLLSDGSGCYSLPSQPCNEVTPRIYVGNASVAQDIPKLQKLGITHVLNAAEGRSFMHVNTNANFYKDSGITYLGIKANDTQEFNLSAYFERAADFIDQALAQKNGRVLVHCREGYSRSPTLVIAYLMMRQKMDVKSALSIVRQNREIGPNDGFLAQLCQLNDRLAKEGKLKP
PfHsp40 rescue = rescue of PfHsp40-mediated yeast toxicity; S. cerevisiae expressing PfHsp40, growth rescue, ATP luminescence; growth rescue, % at 12.5 µM; 0.68% of 340,000 active; AID 504582; in the data active = growth rescue above about 28%, passing the limit was not always enough; inconclusive = no clear call, values can overlap the other calls;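 also: yeast W303a lacking pdr1 and pdr3 grown in galactose medium; growth measured after three days at 30 °C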
SARS 3CLpro inh = SARS-CoV 3CLpro protease inhibition. recombinant SARS-CoV 3CLpro, quenched FRET peptide cleavage. 0.14% of 290,000 active. AID 1706. inhibition, % at 6 µM. P0C6X7; in the data active = inhibition above about 12%
Y pestis TopoI = blocks Yersinia pestis topoisomerase I activity; 0.064% of 360,000 active; Y. pestis Topo-I cleavage product accumulation, plate reader; activity, % at 10 µM; in the data active = activity above about 50%, passing the limit was not always enough; inconclusive = no clear call, values can overlap the other calls; also: inactives centre near 2
Numbers without * were called inactive; i = inactive; ? = inconclusive; · = no result given; & = joins results of further samples. Rule as the data show it, unless noted: active = inhibition above about 30%; inconclusive = no clear call, values can overlap the other calls; inactive = below that. This is a subset. The share of hits here may be higher or lower than overall.

SMILES	TcdB GH inh	PriA SSB inh	CCHF vOTU inh	BoNT-A LC inh2	Vc quorum ag	Anthrax LF inh2	VHR inh abs	PfHsp40 rescue	SARS 3CLpro inh	Y pestis TopoI
CCOc1cc(C)c(S(=O)(=O)NCc2ccccn2)cc1C	1.5	-2	5	-2.0	-0.4	-4	6	0.1	4	7
CCn1c(=O)c2c(nc(SCC(=O)NC3CCCC3)n2C)n(C)c1=O	-0.5	-12	1	-0.3	i	-1	31	-0.7	-2	-5
S=c1[nH]nc(-c2ccc(Cl)cc2Cl)n1-c1ccc2c(c1)OCCO2	3.1	-4	2	·	-1.3	·	-4	1.9	2	1
O=S(=O)(c1ccc(F)cc1)N1CCN(c2ccccn2)CC1	0.2	-17	9	-2.2	-0.7	4	15	0.8	-7	12
Cc1cccc(C(=O)NC2CCCCCCC2)c1	3.1	-13	4	0.4	i	3	22	1.4	-5	21
O=C1C2CCCCN2C(=O)N1CCCCN1CCN(c2ccc([N+](=O)[O-])cc2)CC1 (stereo not drawn)	·	7	17	-0.3	1.0	2	-2	0.1	-1	13
COC(=O)c1ccc(Cn2ccc(=O)[nH]c2=O)cc1	-1.4	0	0	-1.3	i	-9	·	-0.6	·	-6
Cc1ccc(CNC(=O)c2ccc(S(=O)(=O)N3CCCCCC3)cc2)cc1	-1.5	·	12	0.1	-0.6	3	·	·	·	21
NC1=NC[C@@H](CC2CCCCC2)N1CCc1cc(C(F)(F)F)cc(C(F)(F)F)c1	·	-5	·	-0.3	-0.2	-8	·	-1.5	·	-7
COCCN(CCOC)S(=O)(=O)c1ccc(C(=O)Nc2ccncc2)cc1	1.4	-2	7	-1.0	-0.7	0	20	-0.8	1	-1
Cc1ccc(-c2csc3ncn(C(C)C(=O)O)c(=O)c23)cc1 (stereo not drawn)	1.3	-4	8	1.4	-2.3	-1	4	-0.7	0	-4
CCCCNC(=O)C(=O)NCC1CCCN1S(=O)(=O)c1cccs1 (stereo not drawn)	1.2	-4	-2	-0.7	i	0	·	0.7	·	-3
C/C(=N\NC(=S)Nc1ccccc1)C1Cc2ccccc2C(=O)O1 (stereo not drawn)	1.4	·	-9	0.3	i	-1	12	·	3	-8
O=C(COC(=O)c1ccc(Br)o1)Nc1ccc(Br)cc1	0.2	3	-2	1.0	i	1	·	0.2	·	5
CCCCc1nc(NCCN)c(C#N)c2c1CSC(C)(C)C2	·	-11	7	-0.1	i	-4	11	0.0	-5	3
Cn1nc(C(=O)Oc2cc(=O)n(C)c3ccccc23)c2ccccc2c1=O	1.2	-13	11	-0.2	-0.2	1	18	-1.0	-2	-9
O=C(CN(Cc1ccc(F)cc1)C(=O)CCC(=O)Nc1ccccn1)NCc1ccco1	·	-6	3	-0.7	i	-1	13	0.5	0	9
CCc1ccccc1NC(=O)CC1S/C(=N\c2nccs2)N(CC)C1=O (stereo not drawn)	·	·	-2	-1.6	i	-1	29	0.3	3	9
Cc1ccc(/C=N/n2nnnc2N)cc1[N+](=O)[O-]	·	·	4	-0.3	i	-5	7	-0.7	3	3
CC(=O)Nc1ccc(S(=O)(=O)NCC(=O)N2CCN(S(=O)(=O)c3cccs3)CC2)cc1	5.8	7	-1	-1.0	i	1	·	-0.8	·	-1
O=C(COC(=O)/C=C/c1ccc(Cl)cc1)Nc1ccccc1	0.1	-17	-1	1.9	-0.3	1	-14	0.7	1	-1
Cc1c2ccccc2c(C)c2c1ccc1ccccc12	-6.2	-2	4	2.8	-0.1	-2	·	13	·	5
CC(C)Oc1ccc(C(=O)Nc2ccc(N3CCCCC3)cc2)cc1	1.0	-15	-4	-0.4	-0.2	-1	-3	0.2	-1	-6
CC(=O)NC(CCS(C)(=O)=O)C(=O)Nc1ccc(Cl)c(Cl)c1 (stereo not drawn)	2.8	-22	9	0.1	i	-3	-2	-1.4	-1	-10
CCCS(=O)(=O)C/C(N)=N/OC(=O)c1ccc(Cl)cc1	0.2	·	-8	2.4	-0.4	14	16	-0.3	4	1
O=[N+]([O-])c1ccc(O)c(/C=N/Nc2ccc(Cl)nn2)c1	·	·	15	-0.9	-1.5	-6	14	-2.3	1	5
COC(=O)c1ccc(-c2nc(O)c3cnccn23)cc1	·	-6	-2	0.2	·	-1	5	0.8	3	-1
COc1ccccc1NC(=O)C(=O)NCC(c1ccco1)N1CCc2ccccc2C1 (stereo not drawn)	1.0	5	-13	?	-1.4	0	·	-0.5	·	9
Cc1ccc2sc(N(CCCN(C)C)C(=O)c3ccc(Br)s3)nc2c1C	2.0	15	15	0.5	-0.6	-10	15	0.8	1	5
O=[N+]([O-])c1cccc(S(=O)(=O)Nc2ccc(S(=O)(=O)Nc3nccs3)cc2)c1	0.9	-5	3	-2.6	i	-2	22	-0.8	0	3
COc1ccc(C(=O)C2CCCN(Cc3ccc(C#CCCO)cc3)C2)c(OC)c1 (stereo not drawn)	1.3	-8	-8	0.0	i	-4	20	-1.1	1	-4
CCCCN1C(=O)/C(=C/C=C2/CC(C)(C)CN2C)SC1=S	·	20	1	27	0.2	13	-4	0.9	-2	28
CC(C)C(=O)Nc1cccc(NC(=O)c2cc3ccccc3o2)c1	·	-4	3	1.3	i	-5	-9	0.3	-5	-8
CC(=O)Nc1ccccc1OCC(=O)c1ccc2c(c1)OCO2	·	-8	3	-0.6	-0.7	-8	-8	-0.5	-2	-7
COc1ccc(C2CC2C(C)=O)cc1 (stereo not drawn)	1.0	0	-13	-0.1	-0.2	0	4	-1.2	2	-4
CC(NC(=O)c1noc2c1CCCC2)c1ccccc1 (stereo not drawn)	·	2	-8	-0.2	-0.6	-4	21	-1.0	-2	9

The final 4 entries of the section before come first, to join the parts.
SMILES	TcdB GH inh	PriA SSB inh	CCHF vOTU inh	BoNT-A LC inh2	Vc quorum ag	Anthrax LF inh2	VHR inh abs	PfHsp40 rescue	SARS 3CLpro inh	Y pestis TopoI
CC(C)C(=O)Nc1cccc(NC(=O)c2cc3ccccc3o2)c1	·	-4	3	1.3	i	-5	-9	0.3	-5	-8
CC(=O)Nc1ccccc1OCC(=O)c1ccc2c(c1)OCO2	·	-8	3	-0.6	-0.7	-8	-8	-0.5	-2	-7
COc1ccc(C2CC2C(C)=O)cc1 (stereo not drawn)	1.0	0	-13	-0.1	-0.2	0	4	-1.2	2	-4
CC(NC(=O)c1noc2c1CCCC2)c1ccccc1 (stereo not drawn)	·	2	-8	-0.2	-0.6	-4	21	-1.0	-2	9
COc1ccc(NC(=O)CN(CC(=O)Nc2ccc(OC)cc2)C(C)(C)CO)cc1	0.8	0	-12	-2.0	-0.5	4	78	-0.5	1	4
CC(O)CNc1nc2ccccc2n1CC(=O)NCC(F)(F)F (stereo not drawn)	0.4	-6	-11	-0.4	-1.4	-2	38	-1.8	1	-10
Cc1cc(C)c2c(NC(=S)Nc3ccccc3)n[nH]c2n1	0.1	0	-7	-1.7	i	-4	49	1.0	-1	1
CC1(C(=O)NS(=O)(=O)c2ccc(Br)cc2)CCN1C(=O)C1CCCCC1 (stereo not drawn)	1.1	·	7	-0.1	i	-5	·	·	·	10
CC(NS(=O)(=O)c1cc2c3c(c1)CCN3C(=O)CC2)c1ccccc1 (stereo not drawn)	-0.4	·	-6	-0.7	-0.4	-11	·	·	·	0
COc1c(C=O)c2c(c(OC)c1OC)-c1ccc(OC)c(=O)cc1C(NC(C)=O)CC2 (stereo not drawn)	0.7	-17	28	0.1	-1.0	-8	·	6.3	·	5
NC(=O)CC(NC(=O)c1ccccc1)c1ccc(NCC2CC2)c([N+](=O)[O-])c1 (stereo not drawn)	0.3	-7	3	0.1	i	-2	3	-0.2	·	8
CCNC(=S)N(CCCN(C)C)Cc1cc2cc3c(cc2[nH]c1=O)OCCO3	0.9	-4	-32	-0.8	-0.3	5	22	-1.3	-6	1
O=C(CSc1nc2nn(-c3ccccc3)c(=O)c-2c2n1CCCCC2)Nc1ccccc1[N+](=O)[O-]	1.5	18	6	-0.3	-2.9	-4	·	3.8	·	4
CCC(=O)Nc1cccc(-n2nnnc2SCC(=O)c2ccc(C)c(C)c2)c1	0.4	-6	18	-0.8	-0.2	2	13	2.4	0	11
COc1ccc(CC(=O)N2CC(C)CC(C)C2)cc1 (stereo not drawn)	0.7	-13	-6	-0.1	i	0	24	-0.4	-5	2
COc1ccc(/C=C2\SC(=S)N(CCC(=O)Nc3ccc(C(=O)O)cc3)C2=O)cc1	3.2	-4	3	1.4	i	-4	52*	-1.0	1	-18
O=C(COc1ccccc1C(=O)NCc1ccccn1)Nc1ccc(Br)cc1	5.2	-1	-1	-0.4	·	-3	26	2.1	-1	14
CS(=O)(=O)c1ccccc1-c1nnc(NC(=O)C2=COCCO2)o1	2.3	1	-1	-5.6	-5.6	-1	·	0.7	·	-2
COc1ccc(S(=O)(=O)N2CCC(C(=O)Nc3ccccc3N3CCCC3)CC2)cc1OC	1.0	-2	-3	2.8	-1.6	-2	23	0.3	-1	31
CC1=CC(C2CC(=O)N(c3ccccc3C)C2=O)CC2C(=O)N(c3ccccc3C)C(=O)C12 (stereo not drawn)	1.1	-5	-11	-0.7	i	-1	15	-0.9	3	-3
O=S1(=O)CC(N2CC=CC2)CN1Cc1cn(Cc2ccccc2)nn1 (stereo not drawn)	0.2	·	-5	-0.1	·	-8	·	·	·	·
COc1ccc(CNC(=S)NCc2ccc(OC(C)C)cc2)cc1	1.0	-13	-8	-0.4	i	-3	7	0.4	7	2
CC(C)(C)c1ccc(CC(=O)N2CCC2(C)C(=O)NS(=O)(=O)c2ccc(C#N)cc2)cc1 (stereo not drawn)	-1.7	·	5	0.0	i	-1	·	·	·	3
O=C1NC(=O)C2(CCCC2)N1	0.5	-10&-20	-4	0.7	·	0	·	12	·	7
CC(C)CC(=O)NC(c1ccccc1)c1c(O)ccc2ccccc12 (stereo not drawn)	-1.5	-2	-16	-1.7	-0.7	2	-3	-1.5	-10	4
Cc1cccc(C(=O)NN2C(=O)C3C(c4ccccc4)C=CC(c4ccccc4)C3C2=O)c1 (stereo not drawn)	·	-11	2	-0.1	-0.3	-6	34	-0.2	5	-2
O=C(Nc1nnc(C2CC2)s1)C1CC(=O)N(c2ccc3c(c2)OCCO3)C1 (stereo not drawn)	·	13	-8	-0.4	-2.7	-3	-14	0.5	1	-7
CC(OC(=O)c1ccccc1CCc1ccccc1)C(N)=O (stereo not drawn)	2.7	-8	6	-6.6	i	-6	-7	-0.6	1	18
O=S1(=O)CCOC[C@H](Cc2ccccc2)N1Cc1ccccc1F	-0.5	-17	-2	0.0	i	-5	·	2.1	·	14
O=C(CCC1CCCN(C(=O)Cn2cnnn2)C1)NCc1ccc(F)c(F)c1 (stereo not drawn)	1.5	-14	-16	-0.7	1.4	1	22	1.2	4	-5
CCOc1cc(C2C(C(=O)O)c3cc(OCC)c(OCC)cc3C(=O)N2C)ccc1O (stereo not drawn)	·	-9	9	-0.1	6.7	-4	-10	-0.2	3	2
Brc1ccccc1	-1.5	3	16	-0.8	-0.3	5	3	0.1	·	6
Cc1nc2ccc(NC(=O)c3ccc(N4C(=O)CCC4=O)cc3)cc2s1	-1.7	-10	14	0.3	-2.1	-2	9	1.1	-2	6
CC(=O)Nc1ccc(NC(=O)CN2C(=O)NC3(CCCCCCC3)C2=O)cc1	-0.7	-4	-13	0.1	1.6	0	·	-0.6	·	16
Cc1nc(N2CCOCC2)c2c3c(sc2n1)CCC3	2.5	-1	16	-0.4	-0.4	-2	26	2.0	2	-1
CCCCN(C(=O)NC(=O)Nc1c(C)cc(C)cc1C)S(C)(=O)=O	1.1	-3	-10	-0.6	i	-3	-1	-0.1	1	-4
